# VIM-2 inhibitor: inhibitors of Pseudomonas aeruginosa VIM-2 metallo-beta-lactamase; purified VIM-2, nitrocefin hydrolysis, epi-absorbance fluorescence; inhibition, % at 5.6 µM; 0.89% of 290,000 active;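 active = inhibition above the mean of all tested compounds plus 3 SD, cutoff set per screening run, cut at about 7.5% in these data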;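 also: red hydrolysis product quenches plate fluorescence so inhibitors raise well fluorescence; 0% = enzyme with DMSO and 100% = DMSO without enzyme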
# MEKK2 mut-MEK5: signal of MEK5 binding to mutant human MEKK2 PB1 domain; bead flow cytometry, Alexa488-MEK5 binding to MEKK2 mutant; percent response, % at 10 µM; 0.35% of 290,000 active; in the data active = percent response above about 24%, passing the limit was not always enough; also: inactives centre near 1; some results filed as inactive read as strong as hits; reference of the scale not given here
# NS3 helicase inh: inhibitors of Hepatitis C virus NS3 helicase. NS3 helicase DNA unwinding, Cy5 molecular beacon fluorescence. inhibition, % at 10.9 µM. 0.56% of 290,000 active. AID 1800;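 active = inhibition above the mean of all tested compounds plus 3 SD, set per campaign, cut at about 35% in these data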;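 also: 0% = DMSO wells and 100% = thioflavine S control wells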
#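 Test system: hepatitis C virus NS3 helicase domain fragment enzyme. Also added: annealed dual-labelled DNA beacon duplex, ATP-started. Timing: 60 min unwinding reaction at 25 °C after ATP addition. Technique: Cy5 fluorescence. Measure: % inhibition of unwinding.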
# FID counter: displaces DNA intercalator in HCV helicase counter-screen. DNA fluorescent intercalator displacement, fluorescence. inhibition, % at 7.9 µM. 0.17% of 290,000 active; in the data active = inhibition above about 37%;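 also: 0% = vehicle and 100% = reference compound; higher means more ethidium bromide displaced from hairpin DNA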
# IMP-1 inhibitor: blocks Pseudomonas aeruginosa IMP-1 metallo-beta-lactamase; purified IMP-1, nitrocefin hydrolysis, epi-absorbance fluorescence; inhibition, % at 5.6 µM; 0.45% of 290,000 active;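 active = inhibition above the mean plus 3 SD of all compounds in the same screening run, cut at about 4.5% in these data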;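 also: 0% = IMP-1 with DMSO and 100% = DMSO wells lacking enzyme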
#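 Material – recombinant IMP-1 enzyme, purified · Amount – IMP-1 0.2 nM before substrate addition · Medium – HEPES buffer pH 7.1 with ZnSO4 and Brij 35 · Timing – 25 °C, 15 min preincubation, 25 min reaction · Measured by – plate fluorescence quenching by hydrolysis product, ex 480/em 530 nm · Read-out – percent enzyme inhibition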
# NALP1 inh: blocks the NALP1 inflammasome reconstituted in yeast. S. cerevisiae NALP1/ASC/caspase-1 growth, X-gal OD620, 72 h. inhibition, % at 10 µM. 0.61% of 280,000 active; in the data active = inhibition mostly above about 24%, no sharp cut-off; inactive = mostly below about 32%; also: some compounds called inactive have numbers as strong as hits
# MEKK2 WT-MEK5: raises or lowers MEK5 binding to wildtype human MEKK2 PB1 domain; AID 1531; binding response (% of control), % at 10 µM; bead flow cytometry, Alexa488-MEK5 binding to MEKK2 WT; actives lie on both sides; 1.1% of 290,000 active; Q9Y2U5; in the data active = binding response below about 67% or above about 130%
# SUMO HTRF inh: SUMOylation inhibition | 0.36% of 290,000 active | HTRF SUMOylation assay, SAE1/SAE2 + UBC9, in vitro | P63279 | inhibition, % at 35 µM; in the data active = inhibition above about 50%, passing the limit was not always enough; also: strong numbers were not always called active
# Target sequence (P63279 whole entry, looked up): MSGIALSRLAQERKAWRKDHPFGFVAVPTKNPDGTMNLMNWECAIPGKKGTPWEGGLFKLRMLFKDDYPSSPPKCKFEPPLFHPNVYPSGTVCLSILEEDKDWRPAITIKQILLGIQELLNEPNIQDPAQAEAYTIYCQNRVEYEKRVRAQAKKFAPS
# M18AAP inhibitor: PfM18AAP enzyme inhibition | 1.2% of 290,000 active | inhibition, % at 7.35 µM | recombinant PfM18AAP, H-Glu-NHMec fluorogenic cleavage | AID 1822;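 active = inhibition above the campaign mean inhibition over all tested compounds plus 3 SD, cut at about 28% in these data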;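 also: 0% = plate median of test compound wells and 100% = 2 mM ZnCl2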
# Active calls of the source: *; / = not tested or not shown.
SMILES	VIM-2 inhibitor	MEKK2 mut-MEK5	NS3 helicase inh	FID counter	IMP-1 inhibitor	NALP1 inh	MEKK2 WT-MEK5	SUMO HTRF inh	M18AAP inhibitor
COc1cccc(CC(NC(C)=O)C(=O)NC2CCN(c3c4c(nc5ncnn35)CCC4)CC2)c1OC (stereo not drawn)	-1.3	-10	-5	-20	-2.7	-10	88	1	4
CN(Cc1ccccc1F)C(=O)CNC(=O)Cc1cccc2ccccc12	-4.0	5	-2	-35	-3.0	2	102	-6	3
CCC(=O)Nc1cccc(-c2nc3ccccc3o2)c1	0.3	4	9	-12	-1.9	45	105	0	-13
COc1cc(C2/C(=C(/O)c3ccc(F)cc3)C(=O)C(=O)N2CCCC(=O)O)ccc1O (stereo not drawn)	-1.5	-4	0	6	-2.2	4	97	29	21
O=C(c1ccc([N+](=O)[O-])cc1)N(c1ccccn1)c1ccccn1	-5.1	-4	-7	-5	-4.5	-8	93	9	-4
CCS(=O)(=O)C1=NN2C(=N)/C(=C\c3ccc(SCc4ccco4)o3)C(=O)N=C2S1	1.9	-5	37*	-4	2.2	24	97	62*	21
COc1ccc2[nH]c(C(=O)N3CCN(Cc4ccccc4)CC3)cc2c1OC	-1.3	5	-7	-19	-3.3	8	102	16	-2
COCc1nnc(NC(=O)CC(C)C)s1	-2.9	2	-3	-3	-1.6	-80	105	-9	-6
O=C(NCc1ccccc1)C(c1ccco1)N(C(=O)c1cnccn1)c1ccc(F)cc1 (stereo not drawn)	-2.7	/	-13	-18	-2.9	-9	/	-6	2
NC(=O)C(CC(=O)O)NC(=O)[C@@H]1CCOc2c(I)cc([N+](=O)[O-])cc2C(=O)N[C@@H](CO)C(=O)N[C@@H](Cc2ccc(O)cc2)C(=O)N1 (stereo partly drawn)	-2.3	3	-1	-30	-2.2	18	99	-8	-4
Cc1[nH]c(=O)[nH]c(=O)c1CSCC(=O)OCC(=O)Nc1ccccn1	-2.2	3	8	-1	-1.4	/	92	26	-5
CCCCCOC(=O)Nc1nnc(CCCCC)s1	-0.4	6	-6	-15	-1.1	-6	106	0	-7
Cc1ccc(S(=O)(=O)Cn2nnnc2C(C)N2CCN(C(=O)c3ccco3)CC2)cc1 (stereo not drawn)	-1.8	4	-1	-23	-2.0	14	102	2	-6
CCCOP(=O)(c1ccc(N(C)C)cc1)C(O)c1ccc(N(C)C)cc1 (stereo not drawn)	-3.3	4	12	-27	-2.4	7	103	-5	18
O=C(Cc1ccccc1)NC(=S)Nc1ccc2oc(-c3ccccc3F)nc2c1	-0.3	-6	5	-1	-5.1	-1	95	6	-7
COc1cccc2[nH]c3c(N4CC(C)CC(C)C4)ncnc3c12 (stereo not drawn)	2.6	/	-8	4	-0.5	-6	/	-16	5
COC(=O)C(NC(=O)c1ccco1)(Nc1ccc(Br)cn1)C(F)(F)F (stereo not drawn)	-1.7	-1	-5	-4	-3.1	-18	98	6	-13
Cc1ccc(Cn2nnc3c(=O)[nH]c(C4CCN(C(=O)Cc5cccs5)CC4)nc32)cc1	-1.0	-3	-9	-22	-3.5	15	98	14	-12
CC(=O)Oc1c(C)cc(O)c2ccccc12	-4.6	-2	-1	-5	-1.2	-4	96	0	-1
CCOC(=O)c1ccc(NC(=O)C2=C(C)Nc3nc(CCCO)nn3C2c2ccc(OC)cc2)cc1 (stereo not drawn)	0.9	2	-6	-26	-0.5	/	100	/	-11
Cc1nc(C)c(CC(=O)N/N=C/c2ccc(O)cc2)c(=O)[nH]1	-1.8	-2	-38	-5	-1.1	17	101	5	-11
CC(C)CN1CCC(=O)N([C@H](COc2ccccc2)c2ccccc2)CC1	0.1	-7	-36	4	-1.9	14	93	-4	-8
COc1ccc(C2=NOC(C(=O)Nc3cc(C)on3)C2)cc1 (stereo not drawn)	-2.8	14	5	-1	-4.7	-18	110	8	-4
NNC(=O)C(=O)NCCCN1CCOCC1	-3.1	-3	-9	-7	-3.0	-16	98	5	2
CCOC(=O)c1nn(-c2ccc(OCC)cc2)c2nc(-c3ccco3)c(C#N)c(=O)n12	-2.3	-3	3	-2	-3.5	35	95	19	-5
Cc1ccc2[nH]c(=O)c3cc(C(=O)N(C)c4ccccc4C)sc3c2c1	-2.0	24	-3	-7	-3.8	-17	108	24	5
CNc1ncnc2sc(-c3ccccc3)cc12	-0.1	-30	5	-4	0.3	4	65	16	5
OCc1nc2nc(Cl)c(Cl)nc2[nH]1	-2.9	4	10	-4	-2.6	8	95	12	6
Cn1cnnc1SCC(=O)NCc1ccccc1	-3.6	-10	1	0	-2.2	-9	95	0	6
O=[N+]([O-])c1cc(/C=N/N/C(=N/c2ccccn2)c2ccccn2)ccc1O	-1.8	-11	5	4	-1.0	-34	89	-3	8
COCCCNC(=S)NCCNc1nc2cc(C)cc(C)c2cc1C#N	-0.7	0	0	-14	-3.6	-2	97	17	9
O=C(c1ccc(OC2CCN(CCc3ccccc3)CC2)cc1)N1CCCC(CO)C1 (stereo not drawn)	-1.3	6	-8	0	-0.8	0	105	-12	0
O=C(NCc1ccc(Cl)cc1)N1CCOCC1	-3.1	14	8	0	-3.0	16	114	17	0
Cc1cccc(NC(=O)c2ccc(C3SCC(=O)N3CCc3ccccc3)cc2)c1C (stereo not drawn)	-3.5	-6	0	-9	-6.4	48	77	-6	-9
CCCNc1c(NC(=O)C2CCC(C)CC2)c(=O)oc2ccccc12 (stereo not drawn)	-0.7	-5	-1	-13	-0.9	9	96	13	-1
S=c1[nH]nc(COc2ccccc2)n1/N=C/C(Cl)=C/c1ccccc1	-4.7	0	7	-21	0.3	2	92	-2	-21
COc1ccc(NC(=O)CSc2nc3ccccc3nc2N2CCCC2)cc1	-3.5	-2	-20	-32	-1.6	2	92	-2	10
CCOc1ccc(CSC2=NCCN2)cc1[N+](=O)[O-]	0.1	-2	-13	5	-2.0	36	103	1	2
Cc1ccccc1OC(C)C(=O)NCc1cccnc1 (stereo not drawn)	2.1	-2	-2	-2	-0.9	5	92	-8	-18
COc1ccc(CNC(=O)[C@H](Cc2c[nH]c3ccccc23)NC(C)=O)cc1OC	0.8	-6	13	-14	-0.1	28	92	3	-3
COc1ccc(NC(=O)CS(=O)c2ccc(F)cc2)cc1 (stereo not drawn)	-2.6	6	5	-3	2.6	5	102	1	5
O=C(CCN1C(=O)C2C3CCC(C3)C2C1=O)Nc1ccc([N+](=O)[O-])cc1 (stereo not drawn)	-2.1	/	2	6	-1.8	-29	/	-8	5
COc1ccccc1CCNC(=O)Cn1c(=O)oc2ccccc21	-0.2	1	0	-8	-2.4	24	104	8	-6
ClCCCc1cn(C[C@H]2CC[C@@H]([C@@H]3CC[C@H](Cn4cc(CCCCl)nn4)O3)O2)nn1	-3.2	4	2	-25	-4.2	15	101	-1	-1
O=C(CCc1ccccc1)NNc1cc(N2CCCCC2)nc(N2CCCCC2)n1	-1.9	-5	6	-4	-0.5	8	97	96	-9
COC(=O)CN1C(=O)COc2ccc(S(=O)(=O)NCc3ccc(Cl)cc3)cc21	0.3	0	0	-18	-2.2	14	96	-5	-3
Clc1ccc(CN2CCN(/N=C/c3ccco3)CC2)cc1	-0.8	-9	-3	-8	0.8	-5	97	-6	1
O=C(Nc1ccccc1Oc1ccccc1)c1cccc([N+](=O)[O-])c1	-2.1	-6	-3	1	-3.7	-5	91	24	5
Cc1ccc(CSCCC(=O)NCCc2ccc(Cl)cc2)cc1	-2.4	0	-4	-8	0.2	24	106	-1	-4
COC(=O)C(C(=O)Nc1cc(C)on1)C1CCCCCC1 (stereo not drawn)	-0.8	14	-14	-6	-0.1	4	105	1	-1

# The listing continues:
SMILES	VIM-2 inhibitor	MEKK2 mut-MEK5	NS3 helicase inh	FID counter	IMP-1 inhibitor	NALP1 inh	MEKK2 WT-MEK5	SUMO HTRF inh	M18AAP inhibitor
O=C(CNc1ccccc1)N/N=C/c1cc([N+](=O)[O-])ccc1N1CCCC1	-1.8	-6	4	4	-2.3	4	88	26	4
CCOC(=O)C1(c2ccccc2)NC(c2ccc(N(C)C)cc2)C2C(=O)N(C)C(=O)C21 (stereo not drawn)	-1.2	/	-3	-23	-1.3	/	/	/	7
COc1ccc(NC(=O)[C@H](COCc2ccccc2)NC(=O)OC(C)(C)C)cc1	-1.1	-1	-3	-28	-1.7	2	93	-14	2
Cc1ccc(OCCN2C(=O)c3ccccc3C2=O)cc1	-3.2	8	-5	-2	-1.9	18	104	8	-4
COc1ccc(C(=O)c2c[nH]c(C(=O)N=CN(C)C)c2)cc1	-1.5	-11	-3	3	1.1	15	77	27	4
O=C(Nc1ccc(N2CCCC2=O)cc1)c1cncc(Br)c1	-1.2	4	1	-5	-3.2	9	105	-7	3
Clc1ccc(Cc2ccc(Cl)nn2)c(Cl)c1	-1.7	-6	6	-3	-5.0	14	93	18	-3
O=C(CCCc1cccs1)Nc1ccc2c(c1)OCO2	-2.3	-2	-11	-4	-2.9	-6	97	0	-6
CCSc1ccccc1-c1nc(-c2ccncc2)no1	-0.8	4	0	-31	-1.5	34	102	-2	4
Cc1cccc(C(=O)Nc2ccc(C(=O)Nc3ccc(O)cc3)cc2)c1	-0.7	1	4	-16	-1.5	16	105	22	0
Cc1nc2ccc(S(=O)(=O)N(C)CC(=O)N3CCc4ccccc43)cc2s1	-1.6	6	-10	-17	-4.7	5	107	1	2
c1ccc2oc(SCc3nc4ccccc4s3)nc2c1	-3.7	-11	5	-6	-3.3	8	83	12	-5
COc1ccc(CN2CCC(=O)N([C@H](CO)CC(C)C)CC2)cc1OC	-2.0	3	13	-19	-1.8	-3	105	8	-1
CCOC(=O)N1CCC(NC(=O)CS(=O)Cc2nc(-c3ccc(OC)c(OC)c3)oc2C)CC1 (stereo not drawn)	-3.2	-3	-3	-36	-3.5	6	101	-13	-9
O=C(NCc1ccco1)c1cnn2c(C(F)F)cc(-c3ccccc3)nc12	-4.0	3	6	0	-0.6	15	101	14	-1
CCCCCC(=O)Nc1ccc(N2CCN(C(=O)c3ccccc3)CC2)cc1	-2.3	10	1	-34	-1.6	29	108	-20	8
C=C(C(=O)c1ccccc1)C(CC(=O)c1ccccc1)c1ccccc1 (stereo not drawn)	-1.1	11	-3	2	-4.2	1	99	-18	-1
COc1ccc(S(=O)(=O)N(C)c2ccc(C(=O)N3CCC(C(N)=O)CC3)cc2)cc1OC	-2.7	0	13	-15	-2.8	11	98	11	3

# Part of the list above in order of length of the SMILES, low to high:
SMILES	VIM-2 inhibitor	MEKK2 mut-MEK5	NS3 helicase inh	FID counter	IMP-1 inhibitor	NALP1 inh	MEKK2 WT-MEK5	SUMO HTRF inh	M18AAP inhibitor
C=C(C(=O)c1ccccc1)C(CC(=O)c1ccccc1)c1ccccc1 (stereo not drawn)	-1.1	11	-3	2	-4.2	1	99	-18	-1
COc1ccc(CN2CCC(=O)N([C@H](CO)CC(C)C)CC2)cc1OC	-2.0	3	13	-19	-1.8	-3	105	8	-1
CCOC(=O)N1CCC(NC(=O)CS(=O)Cc2nc(-c3ccc(OC)c(OC)c3)oc2C)CC1 (stereo not drawn)	-3.2	-3	-3	-36	-3.5	6	101	-13	-9

# Source: PubChem (several laboratories)
